# Screens as filed in PubChem BioAssay.
# TRPML3 ag: human TRPML3 channel agonists, primary screen, cell-based, HEK293 TRPML3-YFP, Fluo-8 calcium fluorescence, 3 µM; Mucolipin-3 (Homo sapiens), Q8TDD5; 100% = the carbachol control signal; activation, % at 3 µM; actives 0.29% (n = 220,000);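 active = activation above its plate's cutoff, the mean activation of the plate's test wells plus 3 SD, cut at about 12% in these data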;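 note: 0% = DMSO only wells and 100% = carbachol wells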
#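 Test system: TRPML3-YFP stable HEK293 cells. Doses: single point at 3 µM. Incubation: dye loading 1 h 37 °C then 30 min ambient, 125 s read. Signal: Fluo-8 calcium dye fluorescence, ex 470-495, em 515-575 nm. Measure: percent activation from peak-to-basal fluorescence ratio, scaled between DMSO and carbachol.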
# KCC2 mod: KCC2 cotransporter modulators, thallium flux, primary screen, cell-based, HEK293 KCC2, FluoZin-2 fluorescence, MLSMR. Solute carrier family 12 member 5 (Homo sapiens), Q9H2X9. B-score of Tl+ flux slope (higher = more flux/activation; lower = inhibition) at 10 µM. KCC2 cells, thallium flux FluoZin-2 fluorescence. actives 2.2% (n = 190,000). AID 1456, 2008;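 active = thallium flux slope and its plate-corrected score both differing from the plate sample mean at a set confidence after two filtering rounds, in either direction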;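 note: slope of fluorescence scaled to starting intensity during 10 to 20 s after thallium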
# TbHK1 inh: Trypanosoma brucei hexokinase 1 inhibitors, primary screen, biochemical, G6PDH-coupled NADH absorbance, MLSCN library; hexokinase 1 [Trypanosoma brucei]; recombinant TbHK1, G6PDH-coupled NADH A340; inhibition, % at 10 µM; actives 0.11% (n = 220,000); AID 1430, 2008;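 active = inhibition of 50% or more in the single-dose primary screen; inactive = inhibition below 50%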
# PPC-1+TRAIL kill: compounds killing PPC-1 cancer cells with TRAIL present, primary screen, TRAIL potentiator project, ATPLite luminescence, uHTS. PPC-1 cells + TRAIL, ATPLite viability luminescence. cell killing (% activity), % at 4 µM. actives 0.41% (n = 220,000);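 active = cell killing above 50% in the first pass at 4 µM, then a duplicate retest at 5 µM averaging 50% or more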;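 note: plate controls were cells with TRAIL plus DMSO for no effect and medium-only wells lacking cells for full effect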
# Thrombin inh: human alpha-thrombin inhibitors, primary screen, counter-screen for coagulation protease inhibitor project, biochemical, 1536-well, fluorogenic AMC substrate. Prothrombin (Homo sapiens), P00734. Boc-VPR-AMC fluorogenic substrate cleavage. inhibition, % at 5 µM. actives 0.26% (n = 220,000). AID 1046, 2008;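 active = inhibition at or above 40%; inactive = inhibition below 40%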;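 note: 0% = enzyme with no compound and 100% = wells without enzyme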
#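 Test system: human alpha-thrombin; medium: pH 7.5 Tris-saline with Tween 20; times: reaction at room temperature; signal: AMC fluorescence at 355 nm excitation and 460 nm emission; also added: Boc-VPR-AMC substrate, 15 µM final; dosing: one concentration per compound, 5 µM, with 0.2% DMSO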
# Calpain2 inh: inhibitors of pig calpain II, primary screen, biochemical, fluorogenic peptide substrate, 1536-well; inhibition, % at 16 µM; purified calpain II, 30 min; actives 0.37% (n = 220,000); AID 1236, 2008;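 active = inhibition above about 50%, limit read from the data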
# EBV gp42 inh: Epstein-Barr virus gp42 inhibitors, primary screen, biochemical, uHTS, fluorescence polarization. Fluorescence polarization binding assay, mP read-out. inhibition, % (tested at 21.74 µM). actives 0.42% (n = 220,000). AID 1085, 2008; in the data active = inhibition above about 50%
# Target sequence (Q1HVG2 whole entry, looked up): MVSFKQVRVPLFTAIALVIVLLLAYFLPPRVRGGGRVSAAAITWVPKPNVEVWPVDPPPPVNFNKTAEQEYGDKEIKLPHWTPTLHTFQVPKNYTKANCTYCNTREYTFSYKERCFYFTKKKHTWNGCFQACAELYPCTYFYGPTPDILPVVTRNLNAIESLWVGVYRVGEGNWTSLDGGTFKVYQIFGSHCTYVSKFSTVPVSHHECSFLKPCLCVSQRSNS
# TRPN1 ag: zebrafish TRPN1 channel agonists, primary screen, cell-based, HEK293, calcium fluorescence | transient receptor potential cation channel N1 (TRPN1/NompC), Danio rerio | HEK293 zebrafish TRPN1-YFP, Fluo-8 calcium fluorescence; 100% = response to 87 µM carbachol | activation, % at 3 µM | actives 0.18% (n = 220,000) | AID 1424, 2008;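 active = activation above its plate's cutoff, the mean activation of test wells on that plate plus 3 SD, cut at about 19% in these data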;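 note: 0% = DMSO alone and 100% = 87 µM carbachol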
#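 Material – zebrafish TRPN1-YFP in HEK293 cells · Doses – 3 µM single point · Schedule – dye 1 h 37 °C plus 30 min RT · Signal – Fluo-8 calcium fluorescence, excitation 470-495 nm, emission 515-575 nm · Read-out – % activation versus carbachol response · Control set – carbachol high, DMSO low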
# Furin inh: human furin inhibitors, primary screen, biochemical, fluorescence intensity | P09958 | purified furin, fluorogenic substrate cleavage | inhibition, % at 30 µM | actives 0.061% (n = 220,000) | AID 463115, 2010; in the data active = inhibition above about 25%; note: inactives centre near -15
# Target sequence (P09958 108-714 limits assumed): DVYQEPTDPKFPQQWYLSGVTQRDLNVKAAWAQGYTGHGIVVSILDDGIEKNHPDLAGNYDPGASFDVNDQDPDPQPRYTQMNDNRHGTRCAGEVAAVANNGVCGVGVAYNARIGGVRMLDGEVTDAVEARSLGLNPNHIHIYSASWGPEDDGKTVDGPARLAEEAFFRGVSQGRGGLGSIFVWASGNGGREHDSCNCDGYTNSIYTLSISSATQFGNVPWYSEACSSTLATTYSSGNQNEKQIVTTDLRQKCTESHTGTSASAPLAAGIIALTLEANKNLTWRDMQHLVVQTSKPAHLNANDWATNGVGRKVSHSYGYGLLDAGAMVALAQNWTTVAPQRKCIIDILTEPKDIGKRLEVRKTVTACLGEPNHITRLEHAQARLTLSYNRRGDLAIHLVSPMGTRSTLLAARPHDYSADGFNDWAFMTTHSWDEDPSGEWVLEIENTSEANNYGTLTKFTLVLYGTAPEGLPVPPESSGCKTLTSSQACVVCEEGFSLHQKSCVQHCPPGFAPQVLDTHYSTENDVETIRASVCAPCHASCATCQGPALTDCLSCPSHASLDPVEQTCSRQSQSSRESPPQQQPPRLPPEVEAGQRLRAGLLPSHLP
# The depositor's hits bear a star; . = not tested or not shown; & = joins results of further samples; [ ] = another dose, or the depositor's remark.
# The opening six entries (preview)
SMILES,TRPML3 ag,KCC2 mod,TbHK1 inh,PPC-1+TRAIL kill,Thrombin inh,Calpain2 inh,EBV gp42 inh,TRPN1 ag,Furin inh
O=C1CC(Cc2ccccc2)C(=O)N1c1ccccn1 (centres undefined),0.8,0.2,-6,-3,-12,-21,-12,1.9,-22
N#C/C(=C\c1ccc[nH]1)S(=O)(=O)c1ccccc1,0.4,0.83,-24,17,-11,8,5,0.9,-11[20 µM]
COc1ccc(OC(C)C(=O)N2CCC(C)CC2)cc1 (centres undefined),0.9,0.21,-8,12,-13,-45,-4,1.3,-13[20 µM]
Cc1nc(NC(=O)CC(C)C)sc1-c1csc(Nc2ccc(Cl)cc2)n1,0.4,-0.12,-8,-1,-5,-231,-10,-0.2,-14[20 µM]
CSc1ccc(CN2C(=O)NC3(CCCCC3)C2=O)cc1,-0.1,-0.35,1,-3,-2,29,-5,3.2,-18
Cc1ccc(NC(=O)c2cc(S(=O)(=O)N3CCOCC3)c(Br)s2)cc1,0.9,-0.65,-3,21,-10,17,13,1.7,-17

# All compounds of this part, previewed entries included:
SMILES,TRPML3 ag,KCC2 mod,TbHK1 inh,PPC-1+TRAIL kill,Thrombin inh,Calpain2 inh,EBV gp42 inh,TRPN1 ag,Furin inh
O=C1CC(Cc2ccccc2)C(=O)N1c1ccccn1 (centres undefined),0.8,0.2,-6,-3,-12,-21,-12,1.9,-22
N#C/C(=C\c1ccc[nH]1)S(=O)(=O)c1ccccc1,0.4,0.83,-24,17,-11,8,5,0.9,-11[20 µM]
COc1ccc(OC(C)C(=O)N2CCC(C)CC2)cc1 (centres undefined),0.9,0.21,-8,12,-13,-45,-4,1.3,-13[20 µM]
Cc1nc(NC(=O)CC(C)C)sc1-c1csc(Nc2ccc(Cl)cc2)n1,0.4,-0.12,-8,-1,-5,-231,-10,-0.2,-14[20 µM]
CSc1ccc(CN2C(=O)NC3(CCCCC3)C2=O)cc1,-0.1,-0.35,1,-3,-2,29,-5,3.2,-18
Cc1ccc(NC(=O)c2cc(S(=O)(=O)N3CCOCC3)c(Br)s2)cc1,0.9,-0.65,-3,21,-10,17,13,1.7,-17
CCOC(=O)CSc1nc2c(c(=O)[nH]c(=O)n2C)n1CCc1ccccc1,1.1,0.36,4,-17,0,3,-3,0.0,-5
COc1cccc(/C=N/NC(=O)C(=O)NCc2cccnc2)c1,-0.9,1.3,-9,-2,2,11,-4,-2.0,-22[20 µM]
CC(C)c1ccc(C2NC(=O)CCC2[N+](=O)[O-])cc1 (centres undefined),0.7,0.46,-2,6,-7,0,-10,-0.4,-31
CCOC(=O)C1=C(C)NC(C)=C(C(=O)OC)C1c1cccc([N+](=O)[O-])c1 (centres undefined),-1.4&-1.8,-2&-1.4,-7,18&-5,-2,8&20,-3&-4,-3.6&-2.6,-10
CC(C)(C)c1cccc(OCCCSc2ncccn2)c1,0.8,0.027,-1,-1,-2,3,-6,-0.1,-7[20 µM]
CN(CC(=O)O)S(=O)(=O)c1ccc2[nH]c(=O)c(=O)[nH]c2c1,1.1,-0.13,-21,2,1,-17,-15,3.3,-7
O=C(O)C1CC(c2ccc(F)cc2)=NO1 (centres undefined),1.1,1.1,-2,-4,-3,4,3,-0.2,-20[20 µM]
O=C(O)/C=C/c1ccc2noc(-c3ccccc3)c2c1,0.3,-0.0087,-19,1,1,-3,3,0.0,-13
Cc1ccc(-c2nnc3c4ccccc4c(C)nn23)cc1NC(=O)CN1CCOCC1,1.4,0.69,51*,12,-14,-42,1,1.0,-10
O=C(NC1CCCCC1)C(c1cccs1)N(C(=O)C(F)(F)F)c1ccccc1 (centres undefined),0.1,-0.014,0,9,8,8,7,0.5,-18[20 µM]
O=C(O)CC/C(=N\NC(=O)CNC(=O)/C=C/c1ccccc1)c1ccccc1,-0.4,-0.87,-9,8,-13,-25,-6,-0.1,-21
O=C(CCc1ccccc1)Nc1ccc(Cl)cn1,0.6,-0.9,4,8,-1,6,-13,-1.3,-21[20 µM]
COC(=O)[C@@]1(Cc2ccc(F)cc2)[C@H]2c3cc(C(=O)N4CCCC4)n(CCc4ccccn4)c3C[C@H]2CN1C(=O)c1ccccc1,6.1,-0.8,-5,11,1,-35,9,14,-10
N=c1c(C(=O)NCC2CCCO2)cc2c(=O)n3ccccc3nc2n1Cc1cccnc1 (centres undefined),0.7,0.8,-11,15,-40,-413,-19,0.2,-115
CC(C)N(C(=O)C(=O)c1cccn1-c1ccccc1C#N)C(C)C,0.2,1.2,1,4,-5,3,-17,-0.6,-30[20 µM]
O=C(NC1CCCCCC1)C(=S)NC1CCCCC1,0.5,-0.14,-3,19,3,3,4,2.1,-27
O=C(O)C1C2CC2CN1C(=O)c1ccc(Cl)cc1 (centres undefined),0.9,0.51,-2,12,2,-11,1,0.4,-26
CN(c1ccccc1)S(=O)(=O)c1ccc(C(=O)NCc2cccs2)cc1,0.3,-2.6,-8,6,5,5,-7,3.2,-31
COc1ccc(N2C(=O)CC(NCCNc3ccc([N+](=O)[O-])cn3)C2=O)cc1 (centres undefined),0.4,0.96,-1,16,0,2,-9,-1.6,-3
CCN(CC)CCC(c1ccc(N(C)C)cc1)c1c(O)cc(OC)cc1OC (centres undefined),.,0.28,14,2,-4,-4,-4,.,-16
CCCCc1ccc(NC(=S)NCc2cccs2)cc1,0.0,-2.3,8,13,-2,40,22,0.2,-22[20 µM]
Cn1c(NC(=O)c2ccc(Br)o2)cc(=O)n(C)c1=O,0.5,.,-40,17,1,21,-5,-0.6,5[20 µM]
Cc1ccc(NC(=O)O/N=C2\CCCCC2c2ccc([N+](=O)[O-])cc2[N+](=O)[O-])cc1 (centres undefined),-1.0,-0.27,1,15,2,-63,-23,0.2,-9[20 µM]
COc1cc2[nH]c(=O)n(CCC(=O)NCCCN3CCN(c4ccccc4F)CC3)c(=O)c2cc1OC,0.8,0.0037,-11,17,-5,-25,-13,0.9,-25
COc1cccc(C2CC(c3ccc(Cl)cc3Cl)n3nc(N)nc3N2)c1 (centres undefined),1.4,.,0,-5,17,11,-10,6.6,-9
Cc1ccc(NC(=O)Cn2c(O)c(N=NC(=O)c3ccncc3)c3ccccc32)cc1,0.8,0.5,-10,-2,-3,-46,-24,2.7,-31
O=C(O)CCCCCN1C(=O)c2ccc(C(=O)O)cc2C1=O,0.8,.,-7,3,1,12,-23,-0.1,-35
CN(c1ccccc1)S(=O)(=O)c1ccc(Cl)c(C(=O)Nc2ccc(-c3nc4ccccc4[nH]3)cc2)c1,0.8,0.071,1,13,-6,-40,-16,1.8,-9
CC(=O)C1C(c2ccccc2)c2c(noc2C)CC1(C)O (centres undefined),-0.6,2.1,-6,19,-10,-2,-15,-0.4,19
C/C=C/C(=O)OCC(=O)Nc1cccc(F)c1,1.2,0.11,-2,12,-4,-17,-4,1.2,-24
Cc1cc(C(=O)N2CCN(c3ccc([N+](=O)[O-])cc3)CC2)no1,1.6,0.28,-13,6,-1,26,-6,4.4,15
O=C(NC(=S)NC1CCCC1)c1ccccc1Br,0.1,8.8*,-2,18,-5,19,5,-0.8,-8
N#Cc1c(-c2ccccc2)nc(SCC(=O)N(c2ccccc2)c2ccccc2)[nH]c1=O,0.1,-0.73,3,13,-12,42,-28,-1.3,-6
Cc1noc(C)c1C(=O)Nc1ccc(F)c(F)c1,0.7,.,-4,26,-2,-6,-19,-0.8,-17[20 µM]
O=c1cc(CSc2nnnn2-c2ccccc2)nc2sccn12,0.6,-0.013,-10,24,.,-28,7,-0.8,-15
CCOC(=O)C(C)n1nc(/C=C/c2ccccc2)ccc1=O (centres undefined),-0.2,.,-3,13,-5,-149,13,0.0,-24[20 µM]
Cc1ccc(S(=O)(=O)CC#CCOC(=O)c2ccc([N+](=O)[O-])cc2)cc1,0.4,-0.53,3,7,7,-19,-27,-1.2,-17[20 µM]
COc1ccc(N/C=C/C(=O)c2ccc(C)cc2)c([N+](=O)[O-])c1,-0.5,0.33,1,.,.,.,.,-0.1,-20[20 µM]
CC[C@H](NC(=O)c1c(C)c(-c2ccccc2)nc2ccccc12)c1ccccc1,.,0.0014,-8,8,3,-2,-1,.,-11
CCOc1ccc(C(CCc2ccccc2)NC(=O)c2ccccc2F)cc1OCC (centres undefined),0.9,-0.31,-10,10,3,-8,1,-1.0,-3[20 µM]
c1ccc(-c2noc(CCC3CCCC3)n2)cc1,0.6,0.052,-4,19,-8,16,-23,0.9,-30
CCOC(=O)CSC1=C(C#N)C(c2ccco2)C(C(=O)Nc2cccc(C(F)(F)F)c2)=C(C)N1 (centres undefined),-0.8,-2.5,-11,-8,-5,7,-21,0.6,-29[20 µM]
COc1cc(NC(=O)c2ccco2)c(OC)cc1NC(=O)CCC(=O)Nc1cc(C)cc(C)c1,-1.2,-1.6,-20,-3,-6,-320,5,-2.1,-16[20 µM]
Cn1c(=O)c2c(nc(N3CCCCCC3)n2CCSc2nc3ccccc3o2)n(C)c1=O,-0.4,-1.2,-8,26,-6,9,-4,0.1,-21
Cc1cc2n(n1)SC(Nc1cccc3ccccc13)N2 (centres undefined),1.6,0.094,-13,23,2,-9,-3,2.3,-22[20 µM]
COc1ccc(CNC(=S)Nc2cccc(C)c2C)cc1,-0.3,2.3,1,-18,0,15,-11,-2.0,-23[20 µM]
COC(=O)/C=C/c1ccc(OC(=O)c2ccncc2)cc1,0.5,-0.21,-16,-4,-4,-17,3,1.1,-21
O=C(Nn1c(=S)[nH]c2ccccc2c1=O)c1ccncc1,-0.2,.,-11,38,-4,-15,2,0.0,-13
COc1ccc(CC(=O)Nc2sc(Cc3ccccc3)c(C)c2C(N)=O)cc1,-0.1,0.24,-4,-26,3,-22,-17,-1.6,-11[20 µM]
CCC(=O)Nc1cc(C(=O)OCC(=O)c2ccccc2)ccc1C,0.6,.,-5,26,-5,0,-17,-1.0,-18
O=C(CSc1nc2ccccc2c(=O)[nH]1)NCc1ccc(Cl)cc1,0.7,0.45,-2,2,-1,6,-36,0.4,-16[20 µM]
CC1CCCCN1C(=O)CSc1nnc(-c2ccco2)n1CC1CCCO1 (centres undefined),0.4,.,3,-7,-3,-7,-10,1.1,-14
CC1=NN(c2nc(-c3ccc(F)cc3)cs2)C(=O)C1,0.4,-0.37,1,6,5,0,4,-0.5,-21[20 µM]
O=C(CCCCCn1c(=S)[nH]c2ccc(N3CCOCC3)cc2c1=O)NCCc1ccccc1,-0.1,-0.37,-4,5,0,-262,2,-0.1,-19
